GRP78 ERSR act = ER stress response induction in glioma. U87-MG GRP78 promoter luciferase reporter, 16 h. 0.02% of 420,000 active. Potency, µM, for the others: at the highest dose activation, hits mostly activators; further: potency means the concentration at half of the fitted maximal effect; series mostly up to about 76 µM; % of control where 0% means no effect; nearly all actives have a fitted effect of over 35% in size
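ERSR induction read as luciferase luminescence (Bright-Glo, 10 min at room temperature) in stably transfected human U87-MG glioma cells exposed to compounds for 16 h, using GRP78 as sensor.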
D1 antagonist = antagonists of human D1 dopamine receptor. HEK293 TREx D1 cells, calcium flux, dopamine EC80; stronger effect = lower value. AID 504652. 3.2% of 360,000 active. activity change, negative = inhibition, % at 10 µM; in the data active means activity change below about -30%; further: on the % scale 0 is the no-effect control and ±100 the full control effect
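Inducible Hek293 Trex D1 cells (tetracycline, overnight, 30 C). Calcium dye 30–90 min RT. Antagonist mode: EC80 dopamine added after 180 s compound read.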
D1 ag = agonists of human D1 dopamine receptor; 1% of 360,000 active; P21728; activation, % at 2 µM; HEK293 T-REx D1 cells, calcium flux, agonist mode; in the data active means activation above about 30%; further: 0% is about no effect
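Agonism was scored from calcium flux recorded over 180 s (1 read/s) after pintool compound addition, following a 10-cycle baseline. Cells were inducible force-coupled HEK293 TREx D1, plated overnight at 30 C and loaded with no-wash calcium dye.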
D1 potentiator = potentiators of human D1 dopamine receptor | P21728 | HEK293 TREx D1 cells, calcium flux, dopamine EC20 potentiation | potentiation, % at 10 µM | 0.036% of 360,000 active | AID 504651; in the data active means potentiation above about 30%; further: 0% is about no effect
LDHA inh = inhibitors of human lactate dehydrogenase A | P00338 | activity change, % (values are at about 110 or 230 µM) | AID 1347041 | 0.15% of 480,000 active | purified LDHA, NADH/diaphorase-resazurin fluorescence; stronger effect = lower value; in the data active means activity change below about -30%; inconclusive means mostly about -25% to -30%;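 further: plate controls were DMSO wells for no effect and wells without enzyme for full effect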
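Resorufin fluorescence (ex540/em590), read at 0 and 20 min after diaphorase/resazurin addition, reports the NADH left after a 5 min room-temperature reaction of 2 nM human LDH5 with 0.06 mM NADH and 0.2 mM pyruvate.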
Vif-APOBEC3F blk = inhibitors of Vif-A3F interaction; HeLa A3F-eYFP + Vif (tagged APOBEC3F with the HIV-1 protein that degrades it), YFP fluorescence increase; Potency, µM (highest dose often 46.1 µM), without a hit: at the highest dose activity, negative = active; 0.2% of 390,000 active; AID 602313; further: potency means the concentration at half of the fitted maximal effect; % of control where 0% means no effect; nearly all actives have a fitted effect of over 65% in size
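HeLa cells stably expressing A3F-eYFP plus Vif, plated and incubated overnight at 37 deg C, then exposed to compounds overnight at 37 deg C. Blocked degradation read as raised yellow fluorescence (Ex 488/Em 500-530).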
RXFP1 agonist = agonists of human relaxin receptor RXFP1 | Q9HBX9 | HEK293T-RXFP1 cAMP TR-FRET, 30 min; response scale: percent of porcine relaxin response, buffer zero | Potency, µM (series often up to 57.5 µM), for inactives: at the top dose activation, actives largely listed as activators | 0.3% of 370,000 active | AID 2676; further: potency means the concentration at half of the fitted maximal effect; on the % scale 0 is the no-effect control and ±100 the full control effect; nearly all actives have a fitted effect of over 60% in size; many of its hits are not listed in these tables
Target sequence (Q9HBX9 whole entry, looked up): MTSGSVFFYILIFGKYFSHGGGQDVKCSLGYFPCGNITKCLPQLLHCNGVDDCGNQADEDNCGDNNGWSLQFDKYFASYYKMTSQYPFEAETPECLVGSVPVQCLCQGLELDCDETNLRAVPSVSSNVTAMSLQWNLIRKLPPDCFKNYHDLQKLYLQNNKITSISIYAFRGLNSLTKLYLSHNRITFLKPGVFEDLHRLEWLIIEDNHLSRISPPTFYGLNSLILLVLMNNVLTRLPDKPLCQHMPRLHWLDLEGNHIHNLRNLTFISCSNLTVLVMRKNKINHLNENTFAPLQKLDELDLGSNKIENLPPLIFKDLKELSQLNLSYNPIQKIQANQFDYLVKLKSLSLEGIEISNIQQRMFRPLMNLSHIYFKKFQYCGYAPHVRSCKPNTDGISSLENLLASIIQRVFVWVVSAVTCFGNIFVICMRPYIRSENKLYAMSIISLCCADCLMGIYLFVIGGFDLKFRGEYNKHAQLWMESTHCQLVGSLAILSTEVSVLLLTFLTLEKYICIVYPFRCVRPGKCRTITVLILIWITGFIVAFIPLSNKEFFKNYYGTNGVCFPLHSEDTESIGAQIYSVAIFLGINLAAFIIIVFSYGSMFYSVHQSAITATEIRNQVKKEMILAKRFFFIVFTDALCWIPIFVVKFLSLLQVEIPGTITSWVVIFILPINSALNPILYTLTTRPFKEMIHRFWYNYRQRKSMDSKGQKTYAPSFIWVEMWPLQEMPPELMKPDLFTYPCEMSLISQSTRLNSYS
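cAMP rise read by TR-FRET after 30 min, 37C compound exposure (up to 58 uM) in RXFP1-transfected HEK293 cells with Ro 20174 present. EC50 from Hill-equation fits, with 29 nM porcine relaxin as 100% and buffer as basal.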
D2 PAM = D2 dopamine receptor (human) potentiation; AID 485347; P14416; HEK293 T-REx D2, calcium flux, EC20 dopamine potentiation; 0.34% of 340,000 active; potentiation, % at 10 µM;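 active means potentiation over 3 SD above the plate norm, cut at about 30% in these data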; further: 0% is about no effect
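Cells plated with tetracycline inducer and held overnight at 30 C; calcium dye loaded 30–90 min at room temperature; baseline taken, compound added and read 180 s; EC20 dopamine then added and read 180 s.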
Vif-APOBEC3G blk = Vif-A3G binding inhibition; 0.076% of 410,000 active; AID 602310; Q9HC16; HeLa A3G-eYFP + Vif (tagged APOBEC3G with the HIV-1 protein that degrades it), YFP fluorescence, overnight; Potency, µM (doses to about 46.1 µM), inactives show at the top dose activity, negative = active, hits mostly inhibitors;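 further: potency means the concentration at half of the fitted maximal effect; on the % scale 0 is the no-effect control and ±100 the full control effect; nearly all actives have a fitted effect of over 60% in size; hits raise eYFP signal because A3G escapes Vif-driven loss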
Target sequence (Q9HC16 whole entry, looked up): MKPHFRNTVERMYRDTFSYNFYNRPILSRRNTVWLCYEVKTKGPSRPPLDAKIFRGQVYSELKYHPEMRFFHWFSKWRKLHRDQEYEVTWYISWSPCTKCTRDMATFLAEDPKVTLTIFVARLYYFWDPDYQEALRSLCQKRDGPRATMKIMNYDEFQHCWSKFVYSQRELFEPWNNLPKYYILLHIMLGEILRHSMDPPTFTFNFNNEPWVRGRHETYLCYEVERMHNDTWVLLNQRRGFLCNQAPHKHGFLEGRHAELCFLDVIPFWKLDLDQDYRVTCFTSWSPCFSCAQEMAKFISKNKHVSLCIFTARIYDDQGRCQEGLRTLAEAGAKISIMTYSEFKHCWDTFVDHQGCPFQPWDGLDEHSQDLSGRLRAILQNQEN
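Read-out is eYFP fluorescence (Ex 488/Em 500-530) from Vif-expressing HeLa A3G-eYFP cells; more signal means A3G escaped Vif-mediated degradation. Cells plated overnight, compound pinned in, incubated overnight at 37 deg C.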
* hit, by the source's call; ? = inconclusive; . = not tested or not shown; & = joins results of further samples. Unless noted, the call rests on the fitted dose curve; in most records, active means well fitted curve in the direction sought with a large enough effect; inconclusive means small, poorly fitted or top-dose-only effect, or another doubt; inactive means no such curve, though single readings can be large; an effect the other way counts as inactive or inconclusive. Only part of the results is shown. The share of hits here may be higher or lower than overall.

| mol | GRP78 ERSR act | D1 antagonist | D1 ag | D1 potentiator | LDHA inh | Vif-APOBEC3F blk | RXFP1 agonist | D2 PAM | Vif-APOBEC3G blk |
| --- | --- | --- | --- | --- | --- | --- | --- | --- | --- |
| Cc1ccc(NC(=O)CN(C)C(=O)C(C)OC(=O)CNC(=O)c2ccc(Cl)c([N+](=O)[O-])c2)cc1 (stereo not drawn) | 0% | -17 | 3 | -3 | -8 | 8% | 0.6% | 4 | 2% |
| CCC(=O)Nc1nc(C)c(Oc2ccccc2)c(=O)[nH]1 | -2% | 2 | 1 | 0 | 1 | -6% | -0.8% | -9 | 0% |
| C=CCC[C@@H](Cc1ccc(F)cc1)C(=O)OC[C@@H](C)NC(=O)[C@H](CC=C)CC(=O)N(CCO)Cc1ccccc1 | 0% | . | . | . | 1 | 4% | . | . | -6% |
| COc1ccc(NC(=O)Cn2cnc3sc(C)c(S(=O)(=O)N4CCN(C)CC4)c3c2=O)cc1Cl | -2% | -3 | 3 | 2 | 1 | 0% | 2.5% | 10 | -2% |
| CC(=O)Nc1ccc(C(=O)N2CCCc3ccccc32)cc1 | 0% | 5 | 4 | -1 | -8 | -5% | 0.0% | 1 | 1% |
| CCOC(=O)[C@H]1[C@H]2COc3ccc(C)cc3[C@@H]2N2C(=O)c3ccc(C)cc3NC(=O)[C@@]12C | -5% | 1 | 6 | 8 | 0 | -1% | -0.7% | 10 | 1% |
| O=C(N/N=C/c1ccc(O)c(O)c1)C1c2ccccc2Oc2ccccc21 | 1% | 10 | 1 | 5 | 12 | -1% | 0.8% | . | -14% |
| C#CCOCCOCCOCCNc1nc(N2CCN(C(=O)[C@H](CCCCN)n3cc(CCC(=O)O)nn3)CC2)nc(N2CCN(C(=O)[C@H](Cc3ccc(O)cc3)n3cc(CCO)nn3)CC2)n1 | -2% | . | . | . | 2 | 3% | . | . | 6% |
| CN(C(=O)COC(=O)c1ccc(Cl)s1)C1(C#N)CCCCC1 | -1% | -5 | 4 | 1 | 0 | -6% | 0.6% | 8 | 2% |
| CC(C)CCn1nnnc1CN1CCN(C(c2ccccc2)c2ccccc2)CC1 | -5% | 13 | 3 | 1 | -4 | -2% | -3.6% | -1 | -3% |
| CCCOc1ccc(CC(=O)NCc2ccco2)cc1OC | -4% | -1 | 1 | 2 | -2 | -1% | 1.7% | 3 | -2% |
| NC(=O)N=Nc1c2[nH]c3ccccc3nc-2c2ccccc12 | 3% | -8 | -1 | -6 | -2 | ? | -3.0% | 0 | -5% |
| CC(C)Nc1nc(NC(C)C)nc(SCCOC(=O)Nc2ccc(Cl)cc2Cl)n1 | -3% | 7 | 6 | -8 | 2 | -12% | 0.8% | -9 | -8% |
| CC(=O)c1cccc(NC(=O)C(C)OC(=O)Cc2c[nH]c3ccccc23)c1 (stereo not drawn) | -1% | -2 | 2 | -3 | -7 | 4% | 0.9% | 0 | -2% |
| COC(=O)c1c(NC(=O)COc2c(C)cccc2C)sc2c1CCCC2 | -2% | 7 | -1 | 2 | -5 | -7% | 1.6% | 1 | 2% |
| CN(C)C(=O)c1ccccc1Sc1ccc(Cl)cc1Cl | -4% | -3 | 4 | 4 | -4 | 3% | -0.7% | 6 | -1% |
| CC(C)(C)[C@H]1COC(=O)[C@@H](Cc2ccc(F)cc2)C/C=C\C[C@@H](CC(=O)N[C@@H](CO)Cc2ccccc2)C(=O)N1 | 1% | . | . | . | 2 | 1% | . | . | -1% |
| CCc1cc(C(=O)O)c(NC(=O)/C=C/c2ccc(OC)cc2)s1 | -1% | -7 | 0 | -2 | -2 | 8% | -0.2% | 11 | -3% |
| CCOc1ccc(/C=N/Nc2nc(=O)[nH]nc2C)cc1OC | 6% | 3 | 3 | 0 | -2 | -7% | 3.2% | 44* | 1% |
| CC(=O)c1ccc(NC(=O)CN2CCCCCC2)cc1 | -2% | 5 | 6 | -4 | -2 | -11% | -7.2% | 4 | -1% |
| CCNC(=O)N(C(=O)NCC)n1c(C)nnc1C | -3% | -8 | 4 | 1 | -3 | 5% | -1.0% | 4 | -1% |
| CCCc1cc(=O)[nH]c(SCC(=O)Nc2ccc3c(c2)CCC3)n1 | -4% | 2 | 4 | -5 | -3 | -27% | -2.4% | -10 | 1% |
| COc1ccc2nc(SCC(=O)N3CCCCC3)c(C#N)cc2c1 | 4% | -14 | 3 | 2 | 7 | 7% | -0.8% | 7 | -4% |
| CCOC(=O)c1c(NC(=S)N2CCCCC2)sc2c1CCN(C(=O)OCC)C2 | -9% | 19 | 2 | 0 | 0 | -1% | 7.5% | . | -26% |

Structural class, the entries above with two or more sulfur atoms (two)
| mol | GRP78 ERSR act | D1 antagonist | D1 ag | D1 potentiator | LDHA inh | Vif-APOBEC3F blk | RXFP1 agonist | D2 PAM | Vif-APOBEC3G blk |
| --- | --- | --- | --- | --- | --- | --- | --- | --- | --- |
| COc1ccc(NC(=O)Cn2cnc3sc(C)c(S(=O)(=O)N4CCN(C)CC4)c3c2=O)cc1Cl | -2% | -3 | 3 | 2 | 1 | 0% | 2.5% | 10 | -2% |
| CCOC(=O)c1c(NC(=S)N2CCCCC2)sc2c1CCN(C(=O)OCC)C2 | -9% | 19 | 2 | 0 | 0 | -1% | 7.5% | . | -26% |

The results go on:
| mol | GRP78 ERSR act | D1 antagonist | D1 ag | D1 potentiator | LDHA inh | Vif-APOBEC3F blk | RXFP1 agonist | D2 PAM | Vif-APOBEC3G blk |
| --- | --- | --- | --- | --- | --- | --- | --- | --- | --- |
| CCN1CCN(c2ccc(NC(=O)c3ccc4c(c3)OCCO4)cc2C)CC1 | -9% | 1 | 2 | -1 | -6 | 4% | 0.9% | 4 | -6% |
| COc1ccc(-n2cc(CNCCCn3ccnc3)c(-c3ccccc3Cl)n2)cc1 | -2% | -22 | 12 | -6 | 1 | -8% | -0.8% | -18 | 1% |
| CCC(/C=C1\Sc2ccc(OC)cc2N1CCO)=C\c1sc2ccc(OC)cc2[n+]1CCO | -7%&-10% | -19 | 4 | -2 | 11 | 4% | -10% | 13 | 0% |
| O=C(NC1CCCCC1)c1ccc(-n2cnnn2)cc1 | -4% | -4 | 2 | 3 | -5 | 1% | 2.5% | 6 | -4% |
| Cn1c(O)c(C=NC(CC(N)=O)C(=O)O)c(=O)n(C)c1=O (stereo not drawn) | . | 6 | 2 | 1 | . | . | 0.1% | 9 | . |
| Cc1cccc(C)c1NC(=O)CNC(=O)c1cn(-c2ccccc2)nc1-c1ccccc1 | 3% | -5 | 2 | 5 | -4 | 2% | 1.5% | 2 | 3% |
| COc1ccccc1N1CCN(S(=O)(=O)c2ccc(-n3cnnn3)c(C)c2)CC1 | -5% | -18 | 0 | -5 | -7 | -7% | 1.7% | 5 | 0% |
| O=C(NCC1COc2ccccc2O1)C1CCCN(S(=O)(=O)c2cccc3nsnc23)C1 (stereo not drawn) | -10% | -16 | 0 | -1 | 0 | 4% | 0.4% | 6 | 1% |
| CC(C)(C)c1ccc(C(=O)NCc2ccco2)cc1 | 4% | . | . | . | -2 | -5% | . | . | 0% |
| c1csc(CNc2nc3ccccc3n2CCN2CCOCC2)c1 | -3% | 15 | 0 | 2 | 3 | . | 0.6% | -5 | -1% |
| CC(=O)Nc1ccc(/C(C)=N/NC(=O)c2ccc(CN3CCOCC3)cc2)cc1 | -1% | -14 | 1 | -6 | -1 | -3% | -1.0% | -1 | -3% |
| COc1cccc(CN2CC(C(=O)N3CCSCC3)CCC2=O)c1 (stereo not drawn) | -1% | . | . | . | 0 | -1% | . | . | 0% |
| CC(C)n1cnc2c(NCc3ccccc3)cc(OCC3CCN(C)CC3)cc21 | -7% | . | . | . | 24 | ? | . | . | ? |
| Cc1cc(=O)oc2cc(OCC(=O)Nc3ccc(CN4CCOCC4)cc3)ccc12 | -2% | 16 | 3 | 12 | -2 | -4% | 2.0% | -2 | -1% |
| CCCOc1ccc(CCC(=O)N/N=C/c2ccncc2)cc1 | -2% | -36* | 2 | 1 | -2 | 1% | -0.3% | -9 | 3% |
| CC(NC(=O)c1ccccc1Cl)C(=O)NCc1cccs1 (stereo not drawn) | -2% | 0 | 1 | -1 | -5 | 5% | -0.3% | -11 | 0% |
| O=C(Nc1ccncc1)c1cccc(S(=O)(=O)N2CCCC2)c1 | -3% | 13 | 10 | 0 | -5 | 3% | -1.7% | 10 | 0% |
| CCOC(=O)N1CCC(NC(=O)c2cnn3c(C(F)(F)F)cc(-c4cccc(OC)c4)nc23)CC1 | -3% | -19 | 2 | 4 | -1 | 1% | 3.7% | 6 | -6% |
| CCOC(=O)C1CCN(C(=O)c2ccccc2NC(=O)C2=C(C)OCCS2)CC1 | -1% | -5 | 1 | 2 | -1 | 4% | 0.1% | -1 | 0% |
| CCN(CC)S(=O)(=O)c1cccc(C(=O)Nc2cc(C)nn2-c2ccccc2)c1 | -5% | 0 | 1 | 2 | -4 | 4% | -1.5% | -2 | -9% |
| Cc1ccc(-n2ncc3c(N4CCCCC4)ncnc32)cc1Cl | -9% | -4 | -3 | 1 | -15 | 5% | 0.1% | -6 | 4% |
| CCOC(=O)C1CCCN(C(=O)CCNC(=O)Cn2ccc3ccccc3c2=O)C1 (stereo not drawn) | -6% | -1 | 0 | -2 | -7 | -8% | 0.2% | 6 | 1% |
| COc1ccc(-c2cc(C(F)(F)F)nc(NCc3cccs3)n2)cc1 | -1% | 2 | 9 | 2 | 1 | -24% | 0.6% | -11 | -1% |
| C=CCn1c(SC)nnc1-c1ccc2ncccc2c1 | -2% | -7 | 2 | -8 | -3 | 8% | 1.5% | 0 | 0% |
| C/C(=N\Nc1nc(C)cc(-c2ccccc2)n1)c1ccccc1 | -2% | 9 | 1 | -3 | 0 | ? | -1.2% | 4 | -3% |
| O=C(c1ccccc1)c1ccc(OCCCN2CCCC2)cc1 | 1% | 19 | 9 | -2 | -14 | 10% | -1.4% | 4 | 0% |
| O=C(O)C12C[C@H]3C[C@@H](C1)CC(n1ncc(N4CCN(c5ccccc5)CC4)c(Cl)c1=O)(C3)C2 | -5% | 22 | 2 | 0 | -2 | 2% | 2.4% | 1 | 1% |
| Cc1ccc2nc(NC(=O)C(NS(=O)(=O)c3cccc4nsnc34)C(C)C)sc2c1 (stereo not drawn) | -5% | 6 | 3 | -2 | -1 | -4% | -1.9% | -1 | -1% |

Source: PubChem
